High-throughput results: PubChem BioAssay, several laboratories
RmlCD inh 1536: inhibitors of Mycobacterium tuberculosis RmlC and RmlD coupled enzymes; P9WH09+P9WH11; RmlC+RmlD coupled enzyme assay, percent inhibition; primary screen in compound mixtures; inhibition, % at 3.6 µM; actives 0.03% (n = 160,000); in the data active = inhibition mostly above about 34%, no sharp cut-off; note: some results filed as inactive read as strong as hits
Target sequence (P9WH09 whole entry, looked up): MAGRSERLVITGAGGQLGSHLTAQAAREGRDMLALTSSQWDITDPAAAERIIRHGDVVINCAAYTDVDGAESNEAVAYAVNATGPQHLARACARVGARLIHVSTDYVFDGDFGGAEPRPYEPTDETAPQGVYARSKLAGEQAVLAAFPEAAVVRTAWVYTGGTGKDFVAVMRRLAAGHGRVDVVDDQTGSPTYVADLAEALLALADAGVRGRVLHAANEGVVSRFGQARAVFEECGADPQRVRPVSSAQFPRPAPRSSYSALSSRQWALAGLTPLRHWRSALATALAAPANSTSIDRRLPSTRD
Target sequence (P9WH11 whole entry, looked up): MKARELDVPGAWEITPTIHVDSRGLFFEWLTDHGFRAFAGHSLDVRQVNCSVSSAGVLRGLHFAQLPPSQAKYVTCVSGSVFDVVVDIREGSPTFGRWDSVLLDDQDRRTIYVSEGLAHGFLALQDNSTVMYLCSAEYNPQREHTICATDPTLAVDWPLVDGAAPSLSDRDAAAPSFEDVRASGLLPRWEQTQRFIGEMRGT
M. tuberculosis GlmU: inhibition of mycobacterial GlmU enzyme – biochemical, glucosamine-1-phosphate acetyltransferase (AID 1376); actives 0.25% (n = 220,000); M. tuberculosis GlmU acetyltransferase enzyme assay; higher % means a stronger effect; inhibition, %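 (tested at 30 µM in the primary screen)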, or IC50 in µM where a hit was titrated; in the data active = inhibition above about 13%;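 note: 0% = complete reaction with vehicle and 100% = reaction without substrate; strong numbers were not always called active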
* = called active by the depositor; / = not tested or not shown.

SMILES	RmlCD inh 1536	M. tuberculosis GlmU
Cc1ccc(C2=[N+]([O-])C3(CCCCC/C3=N\NC(N)=O)N(O)C2(C)C)o1 (configuration not stated)	-6.7	/
C=CCN1C(=O)NC(=O)/C(=C/c2cccn2C)C1=O	4.6	2.5%
CSc1nc2ccc(NC(=O)CSc3nnc(N)s3)cc2s1	-8.5	3.8%
Oc1c(C=Nc2ccccc2Cl)[nH]c2ccccc12	/	-1.2%
COc1c(Cl)ccc(Cl)c1C(=O)OCC(=O)O	/	2.6%
O=C1N=C(N2CCOCC2)SC1=C1CCCCC1	4.1	7.8%
COc1cc(/C=N/NC(N)=O)cc(Br)c1OCc1ccccc1C	/	0.0%
CN1CCN(Cc2cn(C)nc2-c2ccccc2F)CC1c1ccccc1 (configuration not stated)	/	1.9%
O=C(O)CCn1cc(C=C2C(=O)NC(=O)NC2=O)c(-c2cc3ccccc3oc2=O)n1	-0.7	0.0%
CCOc1ccccc1C(=O)Nc1ccccc1-c1ccccc1	8.7	-5.0%
Cc1ccc(SCC(=O)Nc2ccccc2C(=O)O)cc1	/	6.9%
CC(=O)N1N=C(C)CC1c1ccc(O)cc1 (configuration not stated)	/	2.3%
O=C(CCn1c(=O)sc2ccccc21)NCc1ccc2c(c1)OCO2	/	-5.4%
CCOC(=O)c1oc2ccc(Br)cc2c1NC(=O)CN1CCN(C)CC1	/	-5.2%
O=c1c2c(nc3cc(-c4ccccc4)[nH]n13)CCC2	14.1	6.0%
O=C(COc1ccc(Cl)cc1)N1CCN(C/C=C/c2ccccc2)CC1	-6.2	2.0%
CCOC(=O)C1(Cc2ccccc2)CCCN(C2CCCC2)C1 (configuration not stated)	0.2	2.2%
COC(=O)c1ccccc1NC(=O)CSc1nnc(-c2cccnc2)n1C	/	3.1%
CCOc1ccc(N(Cc2cc3cc(OC)ccc3[nH]c2=O)S(C)(=O)=O)cc1	-34.9	3.0%
CNC(=O)CSc1nc(SC)ns1	-11.0	7.5%
COc1c(C)c2c(c(O)c1C/C=C(\C)CCC(=O)O)C(=O)OC2	/	3.0%
O=C(Nc1nnc(SCC(=O)N2CCOCC2)s1)c1ccccc1	-33.9	2.7%
CCOC(=O)c1c(C)n(C)c2ccc(OC)c(NC(=O)CN3CCN(C(=O)c4ccco4)CC3)c12	-8.3	-1.7%
CCOC(=O)CN1Cc2cccc(C(=O)O)c2C1=O	-11.7	-0.3%
CCN(CC)CCCNC(=S)Nc1ccc(Br)cc1	-70.8	4.7%
SMILES	RmlCD inh 1536	M. tuberculosis GlmU
Cc1cc(NC(=O)CSc2nnc(NC(=O)C3CC(=O)N(c4ccccc4C)C3)s2)no1 (configuration not stated)	17.6	3.1%
CCn1c(C)c(P(c2ccccc2)c2ccccc2)[n+]2ccccc12	4.9	-3.3%
CC1CC1C(=O)OCC(=O)Nc1ccc2[nH]c(=O)[nH]c2c1 (configuration not stated)	-2.2	-2.1%
O=C(O)CSCC(=O)Nc1cccc(C(F)(F)F)c1	-3.8	2.9%
O=C1CC(SCc2nc3ccccc3[nH]2)C(=O)N1c1ccc(F)c(Cl)c1 (configuration not stated)	-1.2	2.9%
NC(=O)c1ccsc1NC(=O)c1ccc2c(c1)CCCC2	/	6.9%
Cc1ccc(-n2c(SCC3CNC(=O)O3)nnc2-c2ccccc2)cc1C (configuration not stated)	/	6.3%
O=C(OCC(=O)N1CCN(C(=O)c2ccco2)CC1)c1cc(S(=O)(=O)Nc2ccc(Cl)cc2)ccc1O	3.1	0.4%
COCCn1c(SCC(=O)Nc2ccccc2OC)nc2ccccc21	/	-3.4%
CC(C)OC(=O)CSc1nnc(Cc2ccccc2)n1Cc1ccco1	-5.1	-1.8%
COc1ccc(-n2ncc3c(N4CCN(Cc5ccccc5)CC4)ncnc32)cc1	19.2	0.6%
COC(=O)COc1ccc2c(-c3cccc([N+](=O)[O-])c3)cc(=O)oc2c1	-1.0	-5.1%
O=C(CCNc1ccc(Br)cc1)c1cccc([N+](=O)[O-])c1	-17.1	0.3%
C1=C(CCNc2nnnn2-c2ccccc2)CCCC1	0.6	-1.2%
CN(CCn1ccnc1)C(=O)CC1C(=O)NCCN1Cc1ccccc1C(F)(F)F (configuration not stated)	5.2	0.6%
Cc1ccc(S(=O)(=O)NNC(=O)c2c(O)c3ccccc3[nH]c2=O)cc1	-7.0	3.7%
CCOC(=O)c1[nH]c(C)c(C(=O)Nc2cccc(Cl)c2C)c1C	-7.8	3.8%
O=C(CSc1ncccc1-c1nc2ccccc2[nH]1)N1CCCCC1	15.4	1.6%
CCOc1ccc(N(CC(=O)Nc2cccc(N(C)S(C)(=O)=O)c2)S(=O)(=O)c2ccccc2)cc1	-11.7	1.4%
CCOC(=O)C1CCCN(CCC(=O)Nc2ccc3c(c2)CCC3)C1 (configuration not stated)	-14.7	6.6%
Cc1ccc2c(N)c(C)ccc2c1	12.1	-1.4%
COc1ccc(S(=O)(=O)N2CCOCC2)cc1NC(=O)CSc1nnc(C2CC2)n1N	6.2	-5.3%
O=C1OC(N2CCN(C(=O)c3ccco3)CC2)c2ccccc21 (configuration not stated)	/	1.6%
CC1Cn2c(CCc3ccccc3)nnc2S1 (configuration not stated)	-7.3	0.8%
CN(C)c1ccc(C(=S)Nc2ccccc2)cc1	-7.9	7.2%

Single entries from the entries so far:
Entry of O=C1OC(N2CCN(C(=O)c3ccco3)CC2)c2ccccc21 (configuration not stated) in M. tuberculosis GlmU: 1.6%
Entry of C1=C(CCNc2nnnn2-c2ccccc2)CCCC1 in M. tuberculosis GlmU: -1.2%
Entry of COC(=O)COc1ccc2c(-c3cccc([N+](=O)[O-])c3)cc(=O)oc2c1 in M. tuberculosis GlmU: -5.1%

The list goes on:
SMILES	RmlCD inh 1536	M. tuberculosis GlmU
O=C(NCCNC(=O)c1ccco1)c1cccc(F)c1	-5.0	4.5%
CCN(CC)S(=O)(=O)c1cccc(C(=O)N[C@H](C(=O)NCc2ccccc2F)C(C)C)c1	/	-3.6%
Cc1n[nH]c(C)c1C(=O)CC1(O)C(=O)N(CCc2ccccc2)c2ccc(Cl)cc21 (configuration not stated)	-6.7	-4.5%
Cc1cc([N+](=O)[O-])cnc1N1CCOCC1	8.9	3.9%
COc1cc2c(cc1OC)C1=NC(=O)CN1C(SCc1ccccc1)=N2	5.9	2.3%
Cc1cc(Br)ccc1SCC(=O)OCC(=O)c1c(N)n(C)c(=O)n(C)c1=O	-7.9	-5.8%
CC1(c2ccccc2)NC(=O)N(NC(=O)CSc2n[nH]c(N)n2)C1=O (configuration not stated)	/	-3.0%
COc1cc2c(cc1OC)C(C(=O)Nc1ccccc1N1CCN(C)CC1)C1c3ccccc3CCN1C2=O (configuration not stated)	9.4	-3.9%
CNS(=O)(=O)c1ccc2nc(NC(=O)c3ccc(N4C(=O)CCC4=O)cc3)sc2c1	-7.7	3.8%
Cc1ccc(/C=C/C(=O)NCCCN2CCN(CCCNC(=O)/C=C/c3ccc(C)cc3)CC2)cc1	0.5	0.5%
C[n+]1cccc(CNC(=O)/C=N/O)c1	-5.2	1.2%
CCn1cc(C(=O)N2CCN(c3ccccc3OC)CC2)c2cc(OC)c(OC)cc2c1=O	-4.6	-7.5%
Cc1ccc(/C=N/NC(=O)CNC(=O)c2ccc(S(=O)(=O)N3CCCC3)cc2)o1	-11.2	1.2%
CCOc1ccc(C(C)NC(=S)NC2CCCCC2)cc1 (configuration not stated)	-10.2	0.0%
COc1cccc(OC)c1C(=O)NN1CCCCC1	-11.7	-1.3%
CN1C(=O)OC(C)(C)C1=O	/	-2.2%
S=C(Nc1ccc2nc(-c3ccccn3)c(-c3ccccn3)nc2c1)N1CCOCC1	/	0.9%
O=C(O)CCC(=O)N1CCc2cc(S(=O)(=O)N(CCc3ccccc3)Cc3ccccc3)ccc21	-11.5	6.1%
O=C1CN(C(=O)c2cc([N+](=O)[O-])ccc2Cl)C(c2ccc(F)cc2)c2cc(F)ccc2N1 (configuration not stated)	11.6	-2.2%
CCc1nc(N2CCCCC2)c2oc3ccccc3c2n1	13.6	5.7%
Clc1ccc(OCc2nc(-c3ccccn3)n[nH]2)cc1	/	1.3%
O=C(c1ccc(F)cc1F)C1CCN(c2ccc([N+](=O)[O-])cn2)CC1	8.4	3.1%
CCCCOc1ccc(C2(C(=O)O)CCCC2)cc1	7.6	0.3%
O=C(NCC1CCCO1)c1sc2cc(Cl)ccc2c1Cl (configuration not stated)	-10.2	-2.9%
CCOC(=O)c1ccc(NC(=O)C2C3CCC(C3)C2C(=O)O)cc1 (configuration not stated)	-0.5	-5.0%

3 neighbouring entries out of the list so far, for reference:
SMILES	RmlCD inh 1536	M. tuberculosis GlmU
O=C(c1ccc(F)cc1F)C1CCN(c2ccc([N+](=O)[O-])cn2)CC1	8.4	3.1%
CCCCOc1ccc(C2(C(=O)O)CCCC2)cc1	7.6	0.3%
O=C(NCC1CCCO1)c1sc2cc(Cl)ccc2c1Cl (configuration not stated)	-10.2	-2.9%

Later entries
SMILES	RmlCD inh 1536	M. tuberculosis GlmU
O=C(C1CCCCC1)N1CCCn2c1nc1ccccc12	8.6	-1.2%
O=C1CCC([N+](=O)[O-])C(c2cccc(Cl)c2Cl)N1 (configuration not stated)	/	-2.3%
Cc1cc(NS(=O)(=O)c2ccc(NC(=O)c3ccco3)cc2)no1	/	1.0%
N#Cc1nc(Cc2ccccc2)oc1NCCCn1ccnc1	3.5	-1.0%
CC1Cc2ccccc2N1C(=O)CSc1nnnn1-c1ccc2c(c1)OCCO2 (configuration not stated)	2.0	7.5%
O=C(Nc1nnc(C2CC2)s1)c1cccnc1Oc1ccc(Cl)cc1	-7.5	2.1%
O=C(COc1ccc(-c2ccccc2)cc1)N/N=C/c1ccccc1Br	3.2	3.0%
Cc1ccc(C)c(S(=O)(=O)NCc2ccc(C(=O)N3CCC(Cc4ccccc4)CC3)cc2)c1	-12.5	-4.8%
Cc1nc(-c2ccc(NC(=O)c3ccccc3)cc2)cs1	7.1	-0.6%
O=c1[nH]c(CSc2nnc3ccccn23)nc2ccccc12	-0.8	-5.0%
COc1cc2c(cc1NC(=S)NC(=O)/C=C/c1ccco1)oc1ccccc12	63.6	-4.6%
Cc1cccc(NC(=O)CCC(=O)OCc2ccc(Br)cc2)c1	6.6	-6.3%
CCN(CC(=O)NC)S(=O)(=O)c1ccc(C)cc1	/	1.8%
CC(=O)Nc1cccc(/C(C)=N/NC(=O)c2ccc(O)cc2)c1	-27.3	-0.8%
O=C(COC(=O)c1ccccc1O)Nc1cc([N+](=O)[O-])ccc1Cl	/	-4.0%
CS(=O)(=O)N(CC(=O)NC1CCCC1)c1cccc(F)c1	/	0.0%
COc1ccc(-c2csc(NC(C)c3nc4cc(Cl)c(N5CCCCC5)cc4n3CCCO)n2)cc1 (configuration not stated)	/	-0.4%
Cc1cccc(-c2ncc(CN3CCCC(CO)(Cc4cccc(Cl)c4)C3)cn2)c1 (configuration not stated)	9.6	-6.0%
Cc1ccccc1NC(=O)CSCC(=O)Nc1ccccc1C	-2.0	-2.6%
CCOC(=O)N1CCN(C(=O)c2cc3c(-c4ccc(Cl)cc4)nn(C)c3s2)CC1	-5.2	1.7%
C=CCn1c(O)c(C=Nc2ccc(OC)cc2C)c(=O)[nH]c1=O	1.6	-1.7%
C/C(=N/NC(=O)CN1CCN(S(=O)(=O)c2ccc(C)cc2)CC1)c1cccc(O)c1	/	-3.3%
CCn1c(C)cc(/C=C2\SC(=O)N(CC(=O)Nc3ccc(C)c(C)c3)C2=O)c1C	-13.4	-2.0%
COC(=O)n1c(=S)oc2cc(Cl)ccc21	/	5.3%
Cc1c(C)c2c(c(C)c1O)CC[C@@](C)(CCC[C@H](C)CCC[C@H](C)CCCC(C)C)O2	/	-4.1%
SMILES	RmlCD inh 1536	M. tuberculosis GlmU
CCOC(=O)c1cnc2c(c(C)nn2CC)c1Cl	/	-1.6%
Cc1c(C(C)C)c(=O)n(-c2ccc(S(=O)(=O)NC3CC3)cc2)n1C	2.1	6.9%
CCOc1ccc(NC(=O)C2CC(C)=C(C)CC2C(=O)O)cc1 (configuration not stated)	11.3	-1.5%
CC1CCC(NC(=O)CC2Oc3ccccc3NC2=O)CC1 (configuration not stated)	-6.2	-1.9%
CSc1nc(C)c(CCO)c(=O)[nH]1	13.0	-7.7%
Cc1cc(C)cc(OCC(=O)NN2Cc3ccccc3C2=N)c1	/	-6.4%
Cc1cc(C2=NNC(=Nc3ccc(S(=O)(=O)N4CCOCC4)cc3)SC2)c(C)n1CC1CCCO1 (configuration not stated)	9.8	3.8%
CCOc1ccc(NC(=O)N(CCN2CCOCC2)Cc2ccc3c(c2)CCCN3CC)cc1	/	-1.0%
ClCc1csc(-c2ccccc2Cl)n1	-5.6	3.9%
c1ccc(CCNc2ncnc3nc[nH]c23)cc1	-3.8	5.7%
Cn1nc(C(=O)N2CCN(S(=O)(=O)/C=C/c3ccccc3)CC2)c2ccccc2c1=O	1.6	-0.4%
Cc1ccc(C(=O)Nc2cccc(C(=O)NCc3ccccc3)c2)cc1	-5.4	0.7%
NS(=O)(=O)c1cc(C(=O)O)c(NCc2ccco2)cc1Cl	/	-0.9%
Nc1[nH]n(-c2ccccc2)c(=O)c1N=Nc1ccc2c(c1)OCCO2	10.8	-1.8%
O=C(NCc1cccc(C(F)(F)F)c1)C1CC(c2c(Cl)cccc2Cl)=NO1 (configuration not stated)	15.6	-3.2%
CCOC(=O)CSc1ccc(S(=O)(=O)N(CC)CC)cc1[N+](=O)[O-]	-9.7	2.1%
O=C(Cn1c(=O)c(=O)n(Cc2ccccc2)c2ccc(Cl)cc21)Nc1cccc(F)c1	30.1	-0.5%

Part of the list above in a different format.
The line under a structure holds: RmlCD inh 1536	M. tuberculosis GlmU
CCOC(=O)c1cnc2c(c(C)nn2CC)c1Cl
 : /	-1.6%
CCOc1ccc(NC(=O)N(CCN2CCOCC2)Cc2ccc3c(c2)CCCN3CC)cc1
 : /	-1.0%
CC1CCC(NC(=O)CC2Oc3ccccc3NC2=O)CC1 (configuration not stated)
 : -6.2	-1.9%

Only part of the results is shown; the hit share may differ from the screen's.
